Cneo AK release = Cryptococcus neoformans lysis via adenylate kinase release; C. neoformans lysis, adenylate kinase release luminescence, 4 h; normalised: neutral wells 0, clomiphene wells 100; lysis activity, % at 15 µM; AID 651654; 360,000 compounds, 0.2% hits;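 active means mean lysis activity across replicates of at least 80%, whatever share of replicates individually reach that level; inactive means mean lysis activity below 80%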
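Test system: log-phase Cryptococcus neoformans yeast cells. Input: 5 × 10^6 yeast cells/mL. Medium: fresh YPD growth medium. Doses: single dose. Incubation: static 4 h at 37 °C with compound, 1 h detection. Measured by: luminescent adenylate kinase detection reagent. Read-out: signal increase indicating cell lysis. Benchmarks: Clomiphene.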
LGR2 inh = Drosophila LGR2 receptor signaling inhibition. HEK293 LGR2, CRE-luciferase, bursicon-stimulated, 4 h. inhibition, % at 9.99 µM. AID 720647. 380,000 compounds, 0.35% hits;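 active means drop in luminescence signal, shown as inhibition above about 50% in the replicate tests, limit read from the data, passing the limit was not always enough; inconclusive means probably only some replicates passing the limit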;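 further: agonist challenge used bursicon conditioned medium at about half maximal strength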
Xi reactivation = X-chromosome reactivation activator; XiGFP mouse fibroblasts, % GFP-positive cells imaging, 3 d; cells co-treated with 5-aza-dC sensitizer; scaled so ellipticine positive control = 100%; activation, % at 7.58 µM; 360,000 compounds, 0.055% hits; AID 743238;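 active means mean normalized replicate activation at least 10% and every replicate at or above 10%; inconclusive means only one of the two criteria met; inactive means mean below 10% and not all replicates reach 10%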;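 further: 0% = median of on-plate neutral control wells and 100% = ellipticine 6 µM median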
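Assay system – SV40-immortalized XiGFP fibroblast cells, line 68-5-11 · Buffer or medium – DMEM supplemented with 5-aza-dC as sensitizing agent · Dosing – one concentration, pinned · Benchmarks – positive control ellipticine, 6 µM final · Times – 3 days compound exposure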
ERAP1 inh = inhibitors of human ERAP1 aminopeptidase. Q9NZ08. recombinant ERAP1, Leu-AMC fluorescence, 60 min. inhibition, % at 10.7 µM. 340,000 compounds, 0.15% hits. AID 652197;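 active means mean replicate inhibition of at least 30%, or all replicates individually reaching that 30% level; inactive means mean below 30% and not every replicate reaching it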;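 further: 0% = neutral control wells and 100% = L-leucinethiol positive control wells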
Statin myotox sup = protects C2C12 myotubes from simvastatin toxicity; AID 602340; 330,000 compounds, 0.78% hits; rescue of ATP level, % at 7.49 µM; ATP luminescence, 48 h; scaled: DMSO 0, geranylgeraniol control 100;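 active means mean ATP rescue above about 67%, or every replicate alone reaching that limit, limit read from the data, passing the limit was not always enough; inconclusive means no clear call, values can overlap the other calls; inactive means mean under the limit and some replicate under it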;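 further: myotubes were challenged with 10 µM simvastatin during compound exposure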
S100A4 inh HTS = S100A4-myosin IIA interaction inhibition; P26447; S100A4/TAMRA-MyoIIA peptide fluorescence polarization; inhibition, % at 10.7 µM; 360,000 compounds, 0.14% hits; AID 652163;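 active means mean inhibition of at least 70% across replicates, with every replicate also reaching that level; inconclusive means mean inhibition reaches 70% but some replicates fall short; inactive means mean inhibition below 70%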
Target sequence (P26447 whole entry, looked up): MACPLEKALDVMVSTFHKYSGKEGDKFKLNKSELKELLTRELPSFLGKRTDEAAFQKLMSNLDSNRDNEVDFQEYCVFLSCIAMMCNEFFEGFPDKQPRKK
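Test system: S100A4 monomer protein. Medium: HEPES buffer with Ca2+, pH 7.2. Reagent: fluorescent myosin IIA peptide, 5 nM. Compound dosing: single-point compound testing. Timing: 5 min between mix addition and reading. Benchmarks: DMSO neutral and TFP positive wells.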
PGC1a acetyl inh = PGC1a acetylation modulation, inhibitor mode | U2OS PGC1a acetylation, AlphaScreen anti-acetyl-lysine; with virally co-expressed GCN5 acetyltransferase | inhibition, % at 15.6 µM | 350,000 compounds, 0.17% hits;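 active means every replicate shows inhibition of at least 40%; inconclusive means mean inhibition at least 40% but some replicate below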;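 further: 0% = neutral control wells and 100% = positive control wells; some results beyond the cut were filed as inactive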
SIRT5 inh = blocks human SIRT5 desuccinylation of peptide; Q9NXA8; Purified SirT5, succinyl-peptide AMC, trypsin-coupled fluorescence; inhibition, % at 15 µM; 330,000 compounds, 1.1% hits; AID 652115; in the data active means inhibition above about 15%; inconclusive means no clear call, values can overlap the other calls
Target sequence (Q9NXA8 whole entry, looked up): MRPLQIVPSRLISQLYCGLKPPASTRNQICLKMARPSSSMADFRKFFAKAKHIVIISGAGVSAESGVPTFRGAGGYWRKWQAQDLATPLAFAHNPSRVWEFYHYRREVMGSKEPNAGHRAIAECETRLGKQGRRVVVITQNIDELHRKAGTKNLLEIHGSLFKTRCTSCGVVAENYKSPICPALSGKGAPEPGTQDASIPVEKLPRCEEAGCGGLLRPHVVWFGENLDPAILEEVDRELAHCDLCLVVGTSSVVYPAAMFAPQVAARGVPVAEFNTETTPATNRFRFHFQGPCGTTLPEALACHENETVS
Starred values were filed as active, the others as inactive; ? = inconclusive; · = no result given.

SMILES | Cneo AK release | LGR2 inh | Xi reactivation | ERAP1 inh | Statin myotox sup | S100A4 inh HTS | PGC1a acetyl inh | SIRT5 inh
CO[C@@H]1CN(C)C(=O)c2ccc(NS(=O)(=O)c3ccccc3C)cc2OC[C@@H](C)N(S(C)(=O)=O)C[C@H]1C | 1 | -14 | 0.1 | 0 | 5 | -2 | -12 | -1
COCCCNC(=O)c1c(N)n(-c2ccccc2)c2nc3ccccc3nc12 | 0 | 0 | -0.1 | -107 | · | -7 | -23 | -7
COc1ccc(-c2[nH]c(-c3cccc(OC)c3)nc2SCC(=O)NCc2ccco2)cc1 | 0 | · | 0.0 | 1 | · | -4 | -8 | 5
Cc1csc(SCC(=O)Nc2ccccc2[N+](=O)[O-])n1 | · | 5 | 0.0 | -3 | 1 | 1 | -9 | -2
CC=Cc1ccc2n(c1=O)C[C@@H]1[C@@H](CO)[C@H](C(=O)NCc3ccccn3)[C@H]2N1CCC (mixture of isomers) | -1 | 3 | 0.2 | 0 | -3 | 26 | -5 | 0
O=C(NC(=S)Nc1ccc(CN2CCCCC2)cc1)c1cccc(OCc2ccccc2)c1 | · | 28 | 0.0 | -5 | · | -7 | 8 | 0
C[C@@H]1CN([C@@H](C)CO)C(=O)c2cc(NS(=O)(=O)c3ccc(F)cc3)ccc2O[C@H]1CN(C)Cc1ccc(-c2ccccc2)cc1 | 19 | ? | 0.1 | -3 | 71* | 10 | 10 | 10
COc1ccc(NC(=O)CC2C(=O)N(C)C(=S)N2CCc2ccccc2F)cc1 (centres undefined) | · | -4 | 0.0 | 4 | · | 2 | -1 | -1
Cc1cccc(N=C2Sc3nc4c(C)c(C)ccc4cc3CN2CCN2CCOCC2)c1 | 3 | -7 | · | 3 | -22 | -9 | -8 | 1
CSCCC(NS(=O)(=O)c1ccc(Cl)cc1)C(=O)O (centres undefined) | -1 | 8 | 0.0 | 0 | 4 | -12 | · | -5
COc1ccc(NC(=O)CS(=O)CC(=O)NCc2cccc(C(F)(F)F)c2)cc1 (centres undefined) | 1 | 14 | · | · | 13 | · | -11 | ·
Cc1onc(-c2ccccc2)c1C(=O)NN=Cc1cc(Cl)cc(Cl)c1O | · | 37 | 0.6 | -18 | · | -4 | · | ·
Clc1ccc(N=c2ssnc2Cl)nc1 | · | -52 | 0.1 | -1 | · | 3 | 12 | 2
CCOC(=O)c1c(C)nc2cc(C)cc(C)n12 | · | -40 | -0.3 | 0 | · | -4 | -14 | -3
O=C(C[C@@H]1C[C@H]2c3cc(NC(=O)Nc4ccc(C(F)(F)F)cc4)ccc3O[C@H]2[C@@H](CO)O1)NCc1cccnc1 | -6 | -11 | 0.1 | -1 | -3 | 4 | -6 | 0
O=C(CN1CCOCC1)N1CCCCN2[C@H](CO)[C@@H](c3ccc(C#Cc4ccccc4)cc3)[C@H]2C1 | 53 | -17 | 0.0 | 0 | · | -2 | 6 | 0
CCc1ccc(C(=O)CSc2nnc(C3CC3)n2C2CC2)cc1 | 0 | -14 | -0.1 | -2 | -7 | 0 | · | -3
CC(=O)c1cn(CCC(C)C)c(=O)[nH]c1=O | · | 21 | 0.1 | -2 | 0 | 2 | 11 | -1
Cc1cc(Cl)c2oc(C(=O)NCCC3CCCCO3)c(C)c2c1 (centres undefined) | 2 | -41 | -0.1 | -4 | -8 | 2 | -13 | 0
Cc1ccccc1S(=O)(=O)N1C[C@H](O)COC[C@H]2O[C@@H](CC(=O)NCc3ccccc3Cl)CC[C@@H]21 | 1 | 7 | 0.2 | 1 | 14 | -8 | -8 | 0
CCN(CC(=O)Nc1ccccc1C(F)(F)F)C(=O)c1cc(-c2ccccc2)nn1-c1ccccc1 | · | 24 | 0.3 | 1 | · | 1 | · | 0
CCC(=O)Nc1ccc2c(c1)OC[C@H](C)N(Cc1ccccn1)C[C@H](C)[C@@H](OC)CN(C)C2=O | 0 | -4 | 0.3 | 2 | -8 | -6 | -17 | -4
CC(=O)Nc1sc(NC(=O)c2ccco2)nc1-c1cccs1 | 19 | 2 | 0.1 | -1 | 1 | -1 | 8 | 0
Cc1noc(C)c1NC(=O)N(C)C[C@H]1Oc2ccc(NC(=O)CCCCCC(=O)Nc3ccccc3N)cc2C(=O)N([C@H](C)CO)C[C@@H]1C | · | -2 | -0.1 | -1 | · | 12 | 5 | -3
Cc1ccc(-n2ncc3c2CCCC3NC(=O)CCc2cnccn2)cc1C (centres undefined) | 1 | 5 | 0.1 | 2 | 8 | -3 | 3 | -1
O=C(Nc1ccncc1)c1ccccc1-c1ccccc1 | · | -6 | 0.0 | -1 | · | -10 | 6 | -2
O=C(Nn1cnnc1)c1cc(Cl)cc(Cl)c1 | 2 | -24 | 0.2 | 0 | -7 | -8 | 3 | 0
Cc1ccc(/C=N/NC(=O)c2cc(-c3ccc(C)o3)[nH]n2)cc1 | 1 | 14 | 0.3 | -4 | -84 | 2 | -23 | 1
O=C(Nc1ccc(Cl)c(Cl)c1)N(CCCN1CCOCC1)Cc1cccnc1 | 0 | 2 | -0.1 | -3 | -7 | -6 | 1 | -7
NC(=S)N=Nc1c(O)[nH]c2c(Cl)cc(Cl)cc12 | 0 | -7 | 0.3 | -1 | 13 | 1 | 9 | -1
O=C(C[C@@H]1CC[C@H]2[C@@H](COC[C@H](O)CN2C(=O)c2ccncc2)O1)NCc1ccc(-c2ccccc2)cc1 | -2 | 3 | 0.3 | -4 | -5 | -7 | -4 | 2
Cc1csc(SCC(=O)Nc2nccs2)n1 | · | -27 | -0.5 | -2 | -17 | -1 | · | 1
CCn1c(COc2cccc(C)c2)nnc1SCC(=O)Nc1cccc(C(=O)O)c1 | 2 | 11 | · | · | 2 | · | -2 | ·
COc1ccc(NC(=O)N2CCCc3cc(C)ccc32)c(OC)c1 | 1 | 3 | -0.1 | 0 | · | -6 | · | -4
COc1ccc2c(c1)C(=O)N1[C@H]3c4cc(OC)ccc4OC[C@@H]3[C@H](c3ccccc3)[C@]1(C)C(=O)N2 | -3 | -4 | -0.3 | · | -8 | 8 | 14 | ·
Cn1c(=O)c2[nH]c(CCCCc3nc4ccccc4[nH]3)nc2n(C)c1=O | · | -19 | 0.0 | 0 | 0 | -2 | 13 | 1
CN(C)C(=O)C[C@@H]1C=C[C@@H](NC(=O)C2CCC2)[C@H](CO)O1 | -1 | -11 | 0.0 | -1 | -7 | 0 | -3 | 1
CCS(=O)(=O)N[C@@H]1C=C[C@H](CC(=O)N2CCCCC2)O[C@H]1CO | 0 | 30 | 0.1 | 3 | 3 | -1 | -6 | -2
COCC1CCN(C(=O)C2CCC(=O)N(Cc3cccc(C(F)(F)F)c3)C2)CC1 (centres undefined) | 9 | -5 | -0.1 | -4 | 0 | -5 | -12 | -3
Cc1cc(C)c(S(=O)(=O)N2CCOC2CNC(=O)C(=O)NCCN2CCOCC2)c(C)c1 (centres undefined) | 6 | 7 | 0.0 | -4 | -4 | -3 | · | 1

Part of the list above, with tabs:
Molecule	Cneo AK release	LGR2 inh	Xi reactivation	ERAP1 inh	Statin myotox sup	S100A4 inh HTS	PGC1a acetyl inh	SIRT5 inh
Cc1cccc(N=C2Sc3nc4c(C)c(C)ccc4cc3CN2CCN2CCOCC2)c1	3	-7	·	3	-22	-9	-8	1
CSCCC(NS(=O)(=O)c1ccc(Cl)cc1)C(=O)O (centres undefined)	-1	8	0.0	0	4	-12	·	-5
COc1ccc(NC(=O)CS(=O)CC(=O)NCc2cccc(C(F)(F)F)c2)cc1 (centres undefined)	1	14	·	·	13	·	-11	·
Cc1onc(-c2ccccc2)c1C(=O)NN=Cc1cc(Cl)cc(Cl)c1O	·	37	0.6	-18	·	-4	·	·
Clc1ccc(N=c2ssnc2Cl)nc1	·	-52	0.1	-1	·	3	12	2
CCOC(=O)c1c(C)nc2cc(C)cc(C)n12	·	-40	-0.3	0	·	-4	-14	-3
O=C(C[C@@H]1C[C@H]2c3cc(NC(=O)Nc4ccc(C(F)(F)F)cc4)ccc3O[C@H]2[C@@H](CO)O1)NCc1cccnc1	-6	-11	0.1	-1	-3	4	-6	0
O=C(CN1CCOCC1)N1CCCCN2[C@H](CO)[C@@H](c3ccc(C#Cc4ccccc4)cc3)[C@H]2C1	53	-17	0.0	0	·	-2	6	0
CCc1ccc(C(=O)CSc2nnc(C3CC3)n2C2CC2)cc1	0	-14	-0.1	-2	-7	0	·	-3
CC(=O)c1cn(CCC(C)C)c(=O)[nH]c1=O	·	21	0.1	-2	0	2	11	-1
Cc1cc(Cl)c2oc(C(=O)NCCC3CCCCO3)c(C)c2c1 (centres undefined)	2	-41	-0.1	-4	-8	2	-13	0

(further entries)
SMILES | Cneo AK release | LGR2 inh | Xi reactivation | ERAP1 inh | Statin myotox sup | S100A4 inh HTS | PGC1a acetyl inh | SIRT5 inh
O=C(CSc1n[nH]c(-c2ccccc2)n1)Nc1ccc(N2CCOCC2)cc1 | · | -2 | 0.0 | -1 | · | -36 | · | 0
O=C(Nc1ccc2c3c(cccc13)CC2)c1ccccc1 | 2 | · | 0.0 | 1 | -7 | -3 | -1 | 8
COCCNC(=O)C1(C)Cc2c(-c3cccc(NC(C)=O)c3)ccnc2O1 (centres undefined) | 2 | 4 | 0.1 | -5 | -4 | -8 | · | 0
Cc1cc(C)c(S(=O)(=O)Cc2ccccc2)c(OC(C)C)n1 | 0 | -19 | 0.1 | 4 | 3 | -7 | -45 | -1
O=C(NCCCCNC(=O)c1ccccc1Br)c1ccccc1Br | -1 | 4 | 0.2 | -2 | · | -1 | 4 | -4
O=C(N[C@@H]1C=C[C@@H](CC(=O)N2CCc3ccccc3C2)O[C@H]1CO)C1CCOCC1 | · | 4 | -0.3 | -11 | · | 0 | 4 | 13
CN(C)c1cccc(C(=O)N(C)C2CCCN(Cc3ccccc3F)C2)c1 (centres undefined) | 0 | 11 | 0.1 | 0 | -4 | -5 | -10 | -41
CCOc1ccc(CCNC(=O)Nc2ccccc2)cc1OCC | 1 | 12 | 0.1 | 2 | 2 | 5 | -11 | 0
C[C@H]1CN([C@@H](C)CO)C(=O)c2cc(C3=CCCCC3)cnc2O[C@H]1CN(C)Cc1ccccc1F | -2 | -7 | 1.1 | 0 | ? | -2 | -10 | -2
Cc1cccc(-c2nc(CCNC(=O)c3ccco3)cs2)c1 | 1 | 4 | 0.3 | -5 | -11 | 2 | -9 | ·
O=C(COc1ccccc1)Nc1nnc(-c2ccccc2)o1 | -1 | 1 | 0.1 | · | 23 | 9 | 15 | ·
O=C(NCCc1ccccc1)C(=O)NCC1CCCN1S(=O)(=O)c1ccccc1 (centres undefined) | 4 | 16 | -0.1 | 1 | -10 | -9 | -6 | 3

Compound activity (PubChem)

An excerpt; count on the stated rates, not on these rows.
